# Screening data (PubChem)
# NPY2 pot ag: NPY-Y2 potentiators or agonists, primary screen, cell-based. Neuropeptide Y receptor type 2 (Homo sapiens), P49146. cells expressing NPY-Y2, potentiator/agonist read-out. activation, % at 3.6 µM. 0.45% of 220,000 active. AID 1359, 2008; in the data active = activation above about 27%;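 note: cells stimulated with NPY near EC25 plus isoproterenol at EC100; 0% = vehicle plus submaximal agonist and 100% = vehicle plus saturating agonist; some results beyond the cut were filed as inactive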
# NPY Y1 blocker: NPY-Y1 receptor antagonists, primary screen, cell-based. Neuropeptide Y receptor type 1 (Homo sapiens), P25929. HEK293-CNG Y1 cells, membrane potential fluorescence; NPY at EC95, then isoproterenol. inhibition, % at 3.6 µM. 1% of 200,000 active. AID 1040, 2008;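 active = inhibition above the campaign mean inhibition of all tested compounds plus 3 SD, cut at about 20% in these data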;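 note: 0% = DMSO wells given NPY plus isoproterenol and 100% = isoproterenol alone without NPY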
#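 Material: HEK293 cells with Y1 receptor plus CNG channel; times: compound incubation 1 h at room temperature, readout 45 min post-stimulation; signal: fluorescence, membrane potential probe; read-out basis: fluorescence ratio normalized to % inhibition between controls; benchmarks: full-block control isoproterenol-only wells, zero-block control NPY plus isoproterenol wells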
# NPY1 pot ag: NPY-Y1 receptor potentiators or agonists, primary screen, cell-based | Neuropeptide Y receptor type 1 (Homo sapiens), P25929 | 0.37% of 220,000 active | NPY-Y1 expressing cells, potentiator/agonist activation | AID 1304, 2008 | activation, % at 3.6 µM; in the data active = activation above about 33%, passing the limit was not always enough;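 note: cells stimulated with NPY at EC10 then isoproterenol at EC100; 0% = low agonist plus stimulus and 100% = saturating agonist plus stimulus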
# RBBP9 inhibitor: human RBBP9 inhibitors, primary screen, biochemical, fluorescence polarization, FP-Rh probe, HTS | Serine hydrolase RBBP9 (Homo sapiens), O75884 | recombinant RBBP9 | inhibition, % at 7.94 µM | 0.2% of 220,000 active;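 active = inhibition above the campaign mean of all tested compounds plus 3 SD, cut at about 14% in these data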;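 note: plate controls were DMSO wells with RBBP9 for no effect and wells lacking RBBP9 protein for full effect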
# Target sequence (O75884 whole entry, looked up): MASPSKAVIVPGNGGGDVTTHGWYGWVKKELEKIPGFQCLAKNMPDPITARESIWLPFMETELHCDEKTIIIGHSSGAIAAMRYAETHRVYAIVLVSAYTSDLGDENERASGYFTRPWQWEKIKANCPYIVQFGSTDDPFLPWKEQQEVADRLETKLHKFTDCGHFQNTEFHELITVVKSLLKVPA
#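 Test system: recombinant human RBBP9; Timing: 30 min then 45 min, 25 °C; Detection: fluorescence polarization; Control set: RBBP9 with DMSO as uninhibited control, no-protein wells as full inhibition; Compound dosing: one concentration, 7.94 µM nominal, 0.794% DMSO; Probe or stimulus: FP-Rh activity-based probe, 375 nM before mixing.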
# Runt-CBFb FRET: inhibitors of RUNX1 Runt–CBFb binding, primary screen, biochemical, FRET, Cerulean-Runt, Venus-CBFb, uHTS. inhibition, % at 20 µM. 0.46% of 220,000 active. Cerulean-Runt/Venus-CBFb FRET ratio 530/480, 1 h. AID 1496, 2009. Runt-related transcription factor 1 (Homo sapiens) + Core-binding factor subunit beta …;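 active = inhibition over about 50% at 20 µM in the single-dose screen, limit read from the data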;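 note: 0% = DMSO wells and 100% = excess unlabeled CBFb competitor control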
# Target sequence (Q01196 whole entry, looked up): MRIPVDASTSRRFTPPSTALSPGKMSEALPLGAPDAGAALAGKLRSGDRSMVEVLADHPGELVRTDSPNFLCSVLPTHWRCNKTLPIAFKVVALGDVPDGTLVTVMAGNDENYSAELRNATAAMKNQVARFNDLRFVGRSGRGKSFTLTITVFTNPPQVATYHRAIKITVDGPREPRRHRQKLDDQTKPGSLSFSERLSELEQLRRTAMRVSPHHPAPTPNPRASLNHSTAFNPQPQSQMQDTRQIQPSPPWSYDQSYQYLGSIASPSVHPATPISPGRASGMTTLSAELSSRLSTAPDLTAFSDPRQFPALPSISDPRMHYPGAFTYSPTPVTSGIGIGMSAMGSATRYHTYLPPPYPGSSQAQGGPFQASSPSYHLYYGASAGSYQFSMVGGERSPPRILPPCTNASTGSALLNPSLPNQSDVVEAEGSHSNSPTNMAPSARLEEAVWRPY
# Target sequence (Q13951 whole entry, looked up): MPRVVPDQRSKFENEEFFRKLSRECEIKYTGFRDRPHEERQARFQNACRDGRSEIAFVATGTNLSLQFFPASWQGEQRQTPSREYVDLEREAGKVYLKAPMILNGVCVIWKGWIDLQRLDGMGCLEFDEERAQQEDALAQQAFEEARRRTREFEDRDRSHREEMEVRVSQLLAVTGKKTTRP
#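 Reagent – Venus-CBFb binding partner, 100 nM · Assay system – Cerulean-tagged RUNX1 Runt domain (FRET donor) fusion protein · Input – 100 nM per protein · Incubation – two 1 h room-temperature incubations shielded from light · Measured by – FRET fluorescence · Medium – Tris buffer pH 7.5 with salts and BSA · Benchmarks – unlabeled CBFb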
# BaF3 tox: parental Ba/F3 cell viability inhibition, counter-screen for JAK2V617F inhibitor project, murine pro-B, CellTiter-Glo luminescence. CellTiter-Glo ATP luminescence. inhibition, % at 5.6 µM. 1.1% of 220,000 active. AID 1486, 2009;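 active = inhibition above a per-campaign cutoff, the mean inhibition of all tested compounds plus 3 SD, cut at about 27% in these data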;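 note: 0% = DMSO wells and 100% = JAK Inhibitor I control wells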
# S1P4 ag: S1P4 receptor agonists, primary screen, cell-based | Sphingosine 1-phosphate receptor 4 (Homo sapiens), O95977 | S1P4-expressing cell line, agonist reporter assay | activation, % at 4.98 µM | 0.35% of 220,000 active; in the data active = activation above about 11%;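 note: 0% = DMSO vehicle and 100% = reference agonist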
# S1P4 antag: S1P4 receptor antagonists, primary screen, cell-based; AID 1510, 2009; inhibition, % at 4.98 µM; 0.26% of 220,000 active; S1P4-expressing cells, antagonist mode, reporter read-out; in the data active = inhibition above about 29%;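 note: 0% = wells stimulated with agonist and 100% = vehicle wells without agonist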
# Ba/F3 V617F tox: reduced viability of JAK2V617F-dependent Ba/F3 cells, primary screen, JAK2V617F inhibitor project, cell-based, Ba/F3 EpoR-JAK2V617F, luminescence; ATP luminescence; inhibition, % at 5.6 µM; 1.1% of 220,000 active;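 active = inhibition above the campaign mean plus 3 SD over all tested compounds, cut at about 24% in these data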;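 note: cytokine-independent growth of Ba/F3 cells driven by EpoR plus mutant JAK2; 0% = DMSO-treated cells and 100% = JAK inhibitor I control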
# An asterisk follows results filed as active; / = not tested or not shown.
SMILES,NPY2 pot ag,NPY Y1 blocker,NPY1 pot ag,RBBP9 inhibitor,Runt-CBFb FRET,BaF3 tox,S1P4 ag,S1P4 antag,Ba/F3 V617F tox
COC(=O)n1c(=O)oc2cc(S(=O)(=O)N3CCCCC3)ccc21,3.0,0.0,7.8,0.2,0.4,6.0,-0.7,-10.7,-3.4
CCCCNC(=S)Nc1ccc2cn[nH]c2c1,-6.2,-4.3,-0.3,-6.8,0.0,2.1,0.1,-10.8,-1.2
CSc1nnc(-c2cnccn2)n1Cc1ccccc1,5.6,-2.2,1.5,5.2,0.5,0.4,3.8,-0.5,-5.4
Cn1ccc(C(=O)OCC(=O)c2ccccc2)n1,8.7,7.3,2.9,-5.0,-0.2,7.0,0.9,-9.3,0.8
COc1ccccc1CCNC(=O)CSc1ccc(-c2ccco2)nn1,0.9,22.0*,-16.1,-6.4,-5.3,2.6,1.3,-6.6,-3.9
O=C(/C=C/c1ccc2ccccc2n1)c1cc(Br)ccc1O,-5.5,/,-4.4,2.1,0.4,1.1,1.2,13.4,-1.9
CCOC(=O)c1sc(NC(=O)Nc2cccc(Cl)c2)cc1C,1.9,-6.6,17.4,-7.7,-2.6,43.0*,1.2,3.4,1.4
CC(C)(C)OC(=O)C(C)(C)Sc1nnc(N)s1,-4.8,/,8.7,2.7,1.1,-1.7,0.5,6.6,0.0
COC(=O)c1ccc(CSc2nc3c(cnn3-c3ccc(Cl)cc3)c(=O)[nH]2)o1,-15.9,18.0,-19.2,-9.0,-5.4,3.8,0.9,-6.6,0.1
CCOC(=O)C(C)Sc1nnc2n1C(C)(C)Cc1ccccc1-2 (configuration not stated),-7.0,-4.7,-9.1,-8.4,-2.5,6.3,-0.9,-5.6,5.4
CC1C(C(=O)Nc2ccccc2)CCCC1(C)C(=O)O (configuration not stated),-6.4,-0.7,28.9,-9.7,-3.9,7.9,1.0,10.9,0.4
Cc1cccc(C)c1OCC(=O)N/N=C/C=C/c1ccco1,-2.5,4.0,-14.9,-7.0,-4.3,7.3,1.3,0.5,0.3
Cc1ccn2c(NC(=O)c3ccccc3)c(-c3cccs3)nc2c1,7.8,3.4,12.0,-1.8,-1.8,-0.1,0.2,-8.9,-0.6
CCOc1ccc(NC(=O)Cn2nnc(C(=O)NCCc3ccc(OC)c(OC)c3)c2N)cc1,-23.7,2.3,14.3,-3.9,-3.2,10.3,-2.5,-131.8,4.0
CCN(C(=O)CSc1ncn[nH]1)c1cccc2ccccc12,6.1,3.0,12.0,-8.0,-1.2,1.6,0.5,7.2,-3.9
Cc1ccc2oc(=O)c3cnn(CC(=O)N4CCCc5ccccc54)c3c2c1,-3.1,0.8,-9.2,-1.8,-1.6,3.4,-1.0,0.7,2.1
COc1ccc(/C=C/C(=O)NC(=S)N2CCN(c3ccccn3)CC2)cc1,-14.0,/,-32.5,-10.9,1.5,2.8,1.9,-6.4,1.9
CC(C(=O)N1CCN(c2ccc(Cl)cc2)CC1)c1ncc(C(F)(F)F)cc1Cl (configuration not stated),-10.9,18.6,-17.1,-1.5,-3.5,6.7,-0.5,-5.0,-2.1
CS(=O)(=O)N(CC(=O)Nc1ccc(F)c(F)c1)c1cccc([N+](=O)[O-])c1,5.3,-1.1,-8.6,2.1,0.4,12.8,0.7,13.2,5.5
CCCCc1ccc(S(N)(=O)=O)cc1,7.1,-0.1,9.1,8.1,0.4,2.5,-0.8,1.5,-1.2
Fc1ccc2c(c1)C(c1ccncc1)=NNC(c1ccc(Br)cc1)=N2,-4.4,0.7,-4.7,-2.4,-1.5,0.8,-0.1,-5.6,-2.3
Cc1nnsc1SCCNC(=O)Nc1ccc(Cl)cc1,1.6,-5.0,-4.0,0.0,-0.6,1.6,0.6,6.7,-1.5
O=C(N/C(=C/c1ccc(Br)cc1)C(=O)N1CCCC1=O)c1ccco1,-2.6,-2.1,25.6,1.6,3.7,7.7,0.8,2.6,1.5
COC(=O)c1cn(NC(=O)c2ccc([N+](=O)[O-])cc2Cl)c(=O)c2ccccc12,4.5,-3.1,-15.7,-2.7,2.0,0.2,2.0,3.1,-0.3
COc1ccc(/C=C/C(=O)c2ccc3c4c(cccc24)CC3)cc1,-13.5,4.7,4.8,-8.3,0.2,7.7,1.8,8.2,-2.8
COc1ccc(C(=O)N2CCC(C(=O)O)CC2)cc1,7.7,4.9,1.5,1.9,0.8,4.7,1.4,-22.4,-3.9
CC(=O)c1ccc(NC(=S)N2CCN(CCN3C(=O)c4cccc5cccc(c45)C3=O)CC2)cc1,2.3,3.0,4.0,-3.4,-0.9,7.7,0.3,-22.3,-0.1
Cc1ccc2cn[nH]c2c1N,-0.3,-9.2,5.1,0.0,5.9,9.4,-0.7,2.5,2.0
CCc1ccc(C(=O)CCC2CCCCC2=O)cc1 (configuration not stated),-7.5,0.0,7.6,-5.1,-0.4,2.0,1.8,-18.1,11.6
CCC(=O)c1cn(CC(=O)NCc2ccco2)c2ccccc12,0.1,0.0,17.7,0.3,0.5,6.5,0.8,0.1,6.8

# Given with bars between the fields: 2 of the compounds above.
mol | NPY2 pot ag | NPY Y1 blocker | NPY1 pot ag | RBBP9 inhibitor | Runt-CBFb FRET | BaF3 tox | S1P4 ag | S1P4 antag | Ba/F3 V617F tox
Cc1ccc2cn[nH]c2c1N | -0.3 | -9.2 | 5.1 | 0.0 | 5.9 | 9.4 | -0.7 | 2.5 | 2.0
CCc1ccc(C(=O)CCC2CCCCC2=O)cc1 (configuration not stated) | -7.5 | 0.0 | 7.6 | -5.1 | -0.4 | 2.0 | 1.8 | -18.1 | 11.6

# Carrying on.
SMILES,NPY2 pot ag,NPY Y1 blocker,NPY1 pot ag,RBBP9 inhibitor,Runt-CBFb FRET,BaF3 tox,S1P4 ag,S1P4 antag,Ba/F3 V617F tox
O=C(OCCN1CCCCC1)c1ccccc1Cl,-9.3,-0.2,-6.2,-14.2,-0.4,3.8,0.2,-7.5,-1.6
CC(C)OC(=O)CC1C(=O)NCCN1C(=S)NC(=O)c1ccc(F)cc1 (configuration not stated),-23.2,-2.8,-5.2,-8.9,1.4,6.0,1.7,3.4,-1.1
COc1cccc2c(SCC(=O)N/N=C/c3ccccc3)cc(C)nc12,-21.3,-1.0,-34.0,-0.5,-3.1,15.1,1.1,6.3,4.7
Cc1c(-c2ccnc3cc(C(=O)O)nn23)cnn1C,-5.5,-2.9,-1.0,1.3,-1.3,2.9,-2.1,1.7,-1.1
Cc1ccc(-n2c(C)nnc2SCC(=O)N2CCc3ccccc3C2)cc1,0.6,-1.0,-4.8,-7.2,2.3,3.5,0.9,1.0,-2.2
N#CC1=C(N)Oc2n[nH]c(-c3ccc(F)cc3)c2C1c1cccnc1 (configuration not stated),-6.2,3.4,-16.4,-8.6,-0.6,3.2,3.7,-5.3,1.6
CC(NC(=O)COC(=O)CC(c1ccccc1)c1ccccc1)c1ccccc1 (configuration not stated),-3.9,7.3,-5.6,-2.5,-1.1,4.5,0.5,5.2,-0.8
CC(C)c1ccc(NC(=O)CNC(=O)Cn2cnc3ccccc3c2=O)cc1,-0.8,-2.1,16.8,-8.4,-6.4,6.8,1.5,4.0,1.7
CCn1c(SCC(=O)O)nc2ccccc21,-10.4,2.5,-1.6,-7.8,-0.7,3.3,-0.2,-2.1,-0.1
O=C(C1CCN(Cc2nc(-c3ccc(Cl)cc3)no2)CC1)N1CCOCC1,6.7,/,-13.3,-0.9,0.3,1.9,0.9,10.7,2.8
COC(=O)CSc1snnc1-c1ccc(Cl)c(Cl)c1,-31.8,0.8,-14.2,-4.7,-4.2,4.9,0.1,-12.8,1.2
Cc1ccccc1OCC(O)CN1CCN(c2ccc(Cl)cc2)CC1 (configuration not stated),-38.6,/,-31.7,-9.6,0.0,5.6,0.0,-2.0,0.8
Cc1ccc(C2CC(c3cccs3)=NN2C(=O)c2ccco2)o1 (configuration not stated),-6.6,8.8,-8.9,3.3,2.2,-1.5,-0.5,-3.6,-2.6
CC(=O)N(CCN(C(C)=O)c1ccccc1)c1ccccc1,3.4,8.9,8.4,-7.7,1.1,-0.7,0.2,-7.7,-3.1
CCc1nnc(NC(=O)CCn2cnc3ccccc3c2=O)s1,-19.6,-0.5,-10.0,-6.2,-0.2,8.4,1.9,-11.6,1.8
OCC1OC(n2nnc3ccccc32)C(O)C(O)C1O (configuration not stated),7.3,-8.8,-4.4,-7.4,2.3,4.9,-0.1,-1.5,7.1
CC(NC(=S)Nc1cccc(C(F)(F)F)c1)C(C)(C)C (configuration not stated),-12.0,0.8,-6.1,-1.4,2.8,1.5,-0.9,-6.7,-0.3
COC(=O)c1cccc(-n2cnnn2)c1,-6.2,1.6,-4.0,-8.6,-0.1,2.2,4.4,-13.7,0.7
COCCCNC(=O)C1CCCN(C(=O)Nc2ccc(OC)cc2)C1 (configuration not stated),5.7,-0.6,13.0,0.9,-1.3,-0.1,1.1,-20.4,-3.6
Cc1cc(C)c2c(N=NN3CCOCC3)[nH]nc2n1,17.4,-2.7,-0.9,-8.0,1.0,1.5,-0.1,-10.2,-1.6
CSc1nc(N)nc(C(C)C)n1,5.5,/,8.4,0.8,2.3,-4.3,-1.8,-2.8,-0.4
C=CCNC(=O)c1ccc(C)cc1Cl,9.3,6.0,-3.8,-9.0,1.5,0.5,-0.4,-8.0,-3.6
CCOc1cc(NC(=S)NC)c(OCC)cc1NC(=O)c1ccco1,-11.3,4.3,9.0,-5.0,1.6,8.7,-0.8,-17.3,0.5
O=C(O)c1ccc(/C=N/N2CCN(Cc3cccc4ccccc34)CC2)cc1,8.5,-0.5,17.0,-3.0,2.3,7.1,0.6,-10.4,0.0
COc1ccc(C2N(S(=O)(=O)c3ccc(C)cc3)CCN2S(=O)(=O)c2ccc(C)cc2)cc1,0.8,8.9,-7.1,-2.8,-0.9,4.0,4.4,7.7,-0.8
COC(=O)c1cc(NC(=O)c2ccco2)ccc1N1CCOCC1,1.4,/,8.7,-5.1,0.9,1.5,0.6,-9.2,-4.9
Cc1cccc(N2C(=O)SC(N(C)c3ccccc3)C2=O)c1 (configuration not stated),0.4,1.7,19.6,-0.8,1.3,0.5,1.4,-0.6,-4.3
CN1CCN(NC(=O)c2cc(-c3ccccn3)nc3ccccc23)CC1,-1.2,-1.2,8.8,-10.5,-0.2,2.8,0.8,-1.6,-2.1
CCc1nnc(NC(=O)C2CCCN2S(=O)(=O)c2ccc(F)cc2)s1 (configuration not stated),5.4,3.6,16.7,1.9,-0.9,4.5,-2.1,-4.9,-0.7
COc1cc(NC(=O)CCc2ccccc2)nc(OC)n1,3.1,1.1,-21.4,4.5,2.1,4.4,-0.9,-8.8,0.2
